Screens from PubChem.
GoLoco inh red: blocks human Gai1 binding to RGS12 GoLoco peptide, red readout; P63096; Potency, µM (doses to about 61.6 µM), without a hit: top-dose activity, negative = inhibition, hits mostly inhibitors; AID 880; Gai1:RGS12 GoLoco peptide FP, rhodamine, 10 min; 230,000 compounds, 0.44% hits; active = well fitted inhibition curve with a large enough effect, not every such curve was filed as active; inactive = no such curve, though single readings can be large or run the other way; note: % is set by controls: 0 for no effect and ±100 for the full control effect; nearly all actives have a fitted effect of over 30% in size; many of its hits are not listed in these tables
Target sequence (P63096 whole entry, looked up): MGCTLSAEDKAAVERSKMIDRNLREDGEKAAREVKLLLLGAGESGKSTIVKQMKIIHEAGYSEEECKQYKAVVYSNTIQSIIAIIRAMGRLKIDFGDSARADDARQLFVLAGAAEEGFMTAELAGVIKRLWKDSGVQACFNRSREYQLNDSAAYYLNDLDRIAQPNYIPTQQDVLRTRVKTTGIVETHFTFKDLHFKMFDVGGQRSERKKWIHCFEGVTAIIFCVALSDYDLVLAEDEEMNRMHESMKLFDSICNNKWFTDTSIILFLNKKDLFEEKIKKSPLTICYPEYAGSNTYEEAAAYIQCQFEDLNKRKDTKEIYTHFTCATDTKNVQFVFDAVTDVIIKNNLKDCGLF
GAA glycogen mod: inhibitors or activators of human alpha-glucosidase glycogen cleavage; P10253; recombinant GAA, glycogen substrate, Amplex Red glucose oxidase fluorescence; Potency, µM (top dose mostly 76.4 µM), inactives show top-dose activity change, negative = inhibition, actives largely listed as inhibitors; 300,000 compounds, 0.38% hits; AID 2100;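 note: 0% = full enzyme reaction and -100% = no-enzyme basal signal; the screen sought inhibitors and activators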
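Recombinant human alpha-glucosidase (4 nM final) hydrolysed bovine liver glycogen (30 ug) for 40 min at 37 C in pH 5.0 citrate/phosphate with 0.01% Tween-20. Released glucose detected by glucose oxidase/Amplex Red, Ex 573/Em 610 nm. Compounds up to 77 uM; AC50 from Hill fits.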
IMPase Li inh: membrane-permeable IMPase blocker, potentiated with lithium. CHO-M1 cells, IP1 TR-FRET (IP-One), carbachol + lithium. Potency, µM (series often up to 59.4 µM), for the others: at the top dose activity, negative = IMPase inhibition, most hits filed as inhibitors. 210,000 compounds, 0.35% hits;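 note: IP1 builds up when IMPase is blocked and the TR-FRET signal falls; plate controls were basal vehicle for no effect and high inhibitor control for full effect; nearly all actives have a fitted effect of over 50% in size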
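Lithium-sensitised IP1 accumulation assay; M1-expressing CHO cells treated 30 min at 37C with compound. Competitive antibody detection by time-resolved FRET followed a 10 min room-temperature lysis step.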
aGlu spleen mod: lysosomal alpha-glucosidase (human) modulation; 240,000 compounds, 0.006% hits; P10253; human spleen homogenate, 4-MU-alpha-glucoside fluorescence; Potency, µM (doses to about 79.9 µM), inactives show at the top dose activity change, negative = inhibition, usual class: inhibitors;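 note: 0% = enzyme with vehicle and -100% = no enzyme basal signal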
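AC50 values come from Hill-equation fits of concentration-response data, normalized to no-enzyme and full-activity controls. Enzyme source: 1 ug human spleen homogenate; 1 mM fluorogenic 4-MU glucoside, pH 5.0 citrate buffer, 37 C, 40 min.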
HTT cytoprotect: protects HTT-Q103 PC12 cells, measured by ATP; 230,000 compounds, 0.14% hits; PC12 HTT-Q103 induced, cytoprotection, ATP luminescence, 40 h; Potency, µM (highest dose often 56.4 µM), inactives show cytoprotection (ATP increase), hits mostly activators;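 note: % of control where 0% means no effect; nearly all actives have a fitted effect of over 45% in size; toxic huntingtin expression switched on by the ecdysone agonist tebufenozide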
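PC12 cells with ecdysone-inducible HTT exon 1 Q103-GFP, induced with 100 nM tebufenozide and co-treated with library compounds in a dose series (1536-well, 1500 cells/well). Cytoprotection read as ATP content by ATPlite luminescence.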
GAA inh: blocks human lysosomal alpha-glucosidase. P10253. purified human GAA, 4-MU-alpha-glucoside fluorescence. Potency, µM (titrated, usually from 76.9 µM), for inactives: at the highest dose activity change, negative = inhibition, usual class: inhibitors. 200,000 compounds, 0.005% hits. AID 1466;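 note: plate controls were uninhibited enzyme wells for no effect and no-enzyme background for full effect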
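AC50 values come from Hill fits of compound titrations (up to 77 uM) against 4 nM human enzyme. Substrate 4-methylumbelliferyl-alpha-D-pyranoside at 400 uM, pH 5.0 citrate buffer, 20 min room temperature; fluorescence Ex 365/Em 440 after alkaline stop.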
HTT aggregate: mutant huntingtin aggregation inhibition. Potency, µM (highest dose often 46.1 µM), for inactives: at the highest dose activity change, negative = inhibition, hits mostly inhibitors. 220,000 compounds, 1.1% hits. PC12 HttQ103-GFP aggregates, Acumen cytometry, 40 h; note: % is set by controls: 0 for no effect and ±100 for the full control effect; nearly all actives have a fitted effect of over 60% in size
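Read-out: GFP aggregate count by laser scanning cytometer (488 nm excitation, 500-530 nm emission, 1–25 µm objects >6 SD above background). Cells: PC12, inducible HTTex1-Q103-GFP, 100 nM tebufenozide; compounds titrated.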
* marks the source's active call; other numbers are inactive results; ? = inconclusive; · = not tested or not shown; [ ] = dose if it differs, or a comment. Unless noted, calls come from the whole dose curve; as a rule, active = well fitted curve in the direction sought with a large enough effect; inconclusive = small, poorly fitted or top-dose-only effect, or another doubt; inactive = no such curve, though single readings can be large; an effect the other way counts as inactive or inconclusive. Potency is the fitted concentration of half-maximal effect. This is a subset; count on the stated rates, not on these rows.

SMILES	GoLoco inh red	GAA glycogen mod	IMPase Li inh	aGlu spleen mod	HTT cytoprotect	GAA inh	HTT aggregate
CC(=O)N1CC2(C)CN(C(C)=O)CC(C)(C1)C2	12%	18%	-13%[38.3 µM]	8%	4%	11%	-8%
O=C(COC(=O)c1c2c(nc3ccccc13)/C(=C\c1cccs1)CCC2)Nc1ccccc1	-12%	5%	6%	8%	28%[10 µM]	-10%	5%
COC(=O)Nc1ccc(SCC(=O)c2ccc(Cl)cc2)cc1	1%	-21%	15%	6%	-34%	6%	-15%
Cc1ccc(NC(=O)C(=O)Nc2ccccn2)cc1	-5%	0%	-3%	5%	-34%[10 µM]	0%	?
CC(C)OCCCNC(=O)CN1C(=O)/C(=C/c2ccccc2)Sc2ccccc21	2%	-4%	15%	-1%	4%[10 µM]	1%	-1%
O=C(Nc1ccc2c(c1)nc1n2CCSC1)c1ccco1	73%[activator]	9%	-22%[38.3 µM]	-4%	-202%[inhibitor][0.074 µM]	0%	5%
O=C(/C=C/c1cccc(O)c1)c1ccc(N2CCOCC2)cc1	14%	-11%	·	0%	-6%[10 µM]	·	-1%[9.22 µM]
O=C(CN1CCCCC1)NNc1nc(-c2ccccc2)c2cc(Cl)ccc2n1	20%	?	15%	1%	-9%	5%	18%
CCC1CCCCN1CCNC(=O)C1CCN(S(=O)(=O)c2c(C)noc2C)CC1 (stereo not drawn)	14%	-6%	18%[38.3 µM]	3%	-9%	0%	-1%
C=CCN(C(=O)COc1ccccc1)c1nnc(-c2ccncc2)s1	10%	1%	-12%[38.3 µM]	-3%	-6%	2%	-5%
CCS(=O)(=O)N1Cc2ccccc2CC1C(=O)N1CCN(c2ccccc2)CC1 (stereo not drawn)	-15%	7%	-1%[38.3 µM]	3%	-11%[10 µM]	-1%	-13%
Cc1cc(N/N=C(/CCC(=O)O)C(=O)O)nc2ccccc12	8%	8%	-9%	-9%	13%[10 µM]	-5%	0%
CCN(CC)CCNC(=O)C1c2ccccc2C(=O)N(CCOC)C1c1ccc(F)cc1 (stereo not drawn)	10%	-6%	8%[38.3 µM]	4%	-9%	-3%	9%
CCc1ccc(/C=N/Nc2nn[nH]n2)cc1	1%	?	10%	5%	12%[10 µM]	3%	10%
CCOC(=O)c1oc2cccc(O)c2c1CN(Cc1ccccc1)C(C)=O	-15%	-9%	2%[38.3 µM]	4%	4%[10 µM]	-2%	6%
CC(=O)C1=C(C)NC2=C(C(=O)c3ccccc32)C1c1ccccc1 (stereo not drawn)	37%[activator]	?	13%	-14%	-8%	-2%	2%
CC(C)(C)CC(C)(C)NCC(O)COCCOc1ccc(Br)cc1 (stereo not drawn)	5%	-5%	20%	6%	·	-1%	5%
Cc1ccc(-n2c(C)cc(/C=N/NC(=O)c3ccncc3)c2C)c(C)c1	2%	-15%	7%[38.3 µM]	-10%	-8%	-10%	10%
CC(C)CNC(=S)NC1CC2CCCC(C1)N2Cc1cccs1 (stereo not drawn)	-5%	-18%	19%[38.3 µM]	0%	-5%	-5%	10%
O=C(CN1C(=O)c2ccccc2C1=O)N1CCOCC1	6%	4%	4%[38.3 µM]	-5%	3%	-1%	-11%
Cc1cc(C)n(-c2nnc(C)n2N)n1	·	-6%	·	3%	-16%	?	30%
Cc1onc(-c2ccccc2Cl)c1C(=O)Nc1ccc(OCC(=O)N2CCOCC2)cc1	-21%	2%	3%	-4%	-15%[10 µM]	2%	4%
O=C(c1ccccc1SCc1ccc(F)cc1)N1CCOCC1	1%	7%	20%	-4%	-6%[10 µM]	4%	-23%[9.22 µM]
O=C(Nc1ccccc1N1CCCCC1)c1cnccn1	-5%	6%	9%	-1%	19%	-6%	-7%
CC(=O)Cc1nsc(NC(=O)c2ccc(-c3cccc(C(F)(F)F)c3)o2)n1	4%	0%	12%[38.3 µM]	0%	-19%	0%	-4%
Next section
SMILES	GoLoco inh red	GAA glycogen mod	IMPase Li inh	aGlu spleen mod	HTT cytoprotect	GAA inh	HTT aggregate
COc1ccc(NC(=O)c2cc3nc(-c4ccccc4)cc(-c4ccccc4)n3n2)c(OC)c1	-2%	17%	-20%[38.3 µM]	-1%	-21%	-2%	16%
CSc1ccc(/C=N/n2c(C)nnc2C)cc1	5%	7%	3%	-4%	6%[10 µM]	-3%	23%
CC(=O)N1CCCc2cc(S(=O)(=O)Nc3ccc4c(c3)OCO4)ccc21	-7%	-3%	3%	-2%	5%[10 µM]	-3%	-12%
CCOC(=O)C1(CC2CCCCO2)CCN(C(=O)Nc2ccccc2)CC1 (stereo not drawn)	-18%	0%	0%	0%	-12%[10 µM]	·	-2%[9.22 µM]
CN(C)S(=O)(=O)c1cccc(NC(=S)Nc2cc(Cl)cc(Cl)c2)c1	3%	-23%	19%[38.3 µM]	-5%	10%	0%	-4%[1.84 µM]
CCOc1cccc(C(=O)N2CCCCC2c2cccnc2)c1 (stereo not drawn)	-4%	-11%	41%[activator][38.3 µM]	7%	3%[10 µM]	-10%	-3%
COc1cccc(-n2nc(-c3ccnn3-c3cccc(Cl)c3)c(=O)n(C)c2=O)c1	0%	1%	·	0%	-2%[10 µM]	·	-7%[9.22 µM]
O=c1cc(O)c(-c2cccc(Cl)c2)c(Cl)[nH]1	2%	9%	12%[38.3 µM]	4%	3%	-6%	-12%
Cc1cc(/C=C(\C#N)C(=O)O)c(C)n1C1CC1	5%	-5%	-8%	-7%	5%[10 µM]	-4%	-3%
COc1ccc(OC)c2c1sc(=NC(=O)C(C)C)n2C	2%	-19%	-5%[38.3 µM]	1%	-13%	-2%	-23%
Cc1c(Cl)c(-c2n[nH]c(=S)n2-c2ccccc2)nn1C	5%	-4%	?	1%	25%[10 µM]	3%	-9%
CCOC(=O)Nc1c(Cl)n(C)c(=O)n(C)c1=O	1%	4%	·	1%	-16%[10 µM]	·	-41%[9.22 µM]
CCOC(=O)Cn1c(=O)c2c(nc3n2CCN3c2ccc(C)cc2)n(C)c1=O	5%	-1%	26%[38.3 µM]	-3%	9%[10 µM]	-2%	-29%
COc1cccc(C(=O)Nc2nc(-c3ccc4c(c3)OCO4)cs2)c1	0%	-8%	31%[activator][38.3 µM]	0%	9%[10 µM]	-6%	-31%
O=C(CSCc1c(F)cccc1Cl)Nc1ccccc1C(=O)N1CCOCC1	-9%	7%	1%	-1%	-27%	11%	1%
O=C(NCc1ccco1)/C(=C\C=C\c1ccccc1)NC(=O)c1ccccc1Br	17%	-6%	22%	-10%	-27%	13%	8%
Cc1ccc(NC(=O)c2cc(NC(=O)C3CC=CCC3C(=O)O)ccc2N2CCOCC2)cc1 (stereo not drawn)	8%	-3%	2%[38.3 µM]	-2%	-1%	-3%	10%
CN(C)C(=O)CNC(=O)C1CCCCC1	2%	5%	-16%[38.3 µM]	0%	-15%	-1%	18%
CCOc1cc(C2NC(=O)NC(c3ccccc3)=C2C(C)=O)ccc1OC(C)=O (stereo not drawn)	7%	2%	-12%	-2%	11%[10 µM]	11%	12%[9.22 µM]
O=C(O/N=C1\CCCc2ccccc21)c1ccc(F)cc1	-4%	4%	-6%[38.3 µM]	2%	-1%[10 µM]	-9%	-24%
COc1ccccc1C(C#N)N1N=C(C)CC1(C)C (stereo not drawn)	10%	19%	-5%	7%	-26%[1.9 µM]	12%	22%[9.22 µM]
CC(=O)N1CCN(c2ccccc2NC(=O)COc2ccc(Cl)cc2Cl)CC1	12%	-13%	26%[38.3 µM]	-3%	2%[0.074 µM]	-3%	22%
N#CC1=C(SCc2ccccc2)NC2=C(C(=O)CCC2)C1c1ccc2c(c1)OCO2 (stereo not drawn)	1%	-3%	5%[38.3 µM]	-15%	-29%	-22%	12%
O=C(/C=C/c1ccc([N+](=O)[O-])cc1)NCc1cccs1	8%	0%	2%	3%	5%[0.074 µM]	2%	-10%
O=C(c1ccccc1)N1CCn2c(nc3ccccc32)C1	5%	7%	6%[38.3 µM]	7%	-5%[10 µM]	-13%	7%
The results go on:
SMILES	GoLoco inh red	GAA glycogen mod	IMPase Li inh	aGlu spleen mod	HTT cytoprotect	GAA inh	HTT aggregate
Cc1noc(/C=C/c2ccco2)c1S(=O)(=O)N1CCC(C(=O)N(C)Cc2ccccc2)CC1	35%[activator]	-4%	8%[38.3 µM]	-2%	-75%[inhibitor]	-8%	-18%
COc1ccc(-c2c(C)n([O-])c3c([n+]2=O)CCCC3)cc1OC	4%	3%	-3%	3%	·	8%	·
CC1(C)N=C(c2cccc(F)c2)C(=O)N1	-3%	-4%	-6%[38.3 µM]	1%	-9%	-3%	13%
CCO[C@H]1OC(C(=O)N2CCN(Cc3ccc4c(c3)OCO4)CC2)=C[C@@H](C)[C@@H]1CCCO	-3%	-10%	-14%	-6%	11%[10 µM]	·	13%[9.22 µM]
CC(=O)NCCNc1ncncc1-c1ccccc1C(F)(F)F	-8%	·	1%	10%	0%	·	·
COc1ccc(CC(=O)N/N=C/C=C/c2ccc3c(c2)OCO3)cc1OC	9%	-3%	·	-4%	-1%[10 µM]	-6%[15.4 µM]	-1%[9.22 µM]
COc1ccc2c(C)c(C)c(=O)oc2c1OC	9%	1%	6%	-5%	-4%	12%	0%
Cc1cc(NCCCn2ccnc2)n2nc(C)c(-c3ccc(Cl)cc3)c2n1	-7%	6%	-30%[38.3 µM]	3%	8%	1%	?
Cc1cc(/C=C2\SC(=O)NC2=O)c(C)n1-c1ccc(N2CCOCC2)cc1	14%	7%	·	1%	-7%[10 µM]	-9%	-4%[9.22 µM]
Cn1c(=O)c2c(ncn2CC(=O)N/N=C/c2c[nH]c3ccccc23)n(C)c1=O	12%	8%	·	2%	15%[10 µM]	-7%	8%[9.22 µM]
CCc1ccc(NC(=O)CCn2ccnc2C)cc1	10%	5%	8%[38.3 µM]	-4%	20%[10 µM]	-7%	3%
Cc1occc1C(=O)n1cnc2ccccc21	-18%	2%	9%[38.3 µM]	0%	-21%	5%	-17%
CN1CCN(c2cc(C(F)(F)F)nc(-c3ccccn3)n2)CC1	1%	4%	15%	1%	-14%	3%	22%

Four compounds out of the list, ordered by formula weight, descending:
SMILES	GoLoco inh red	GAA glycogen mod	IMPase Li inh	aGlu spleen mod	HTT cytoprotect	GAA inh	HTT aggregate
Cc1cc(/C=C2\SC(=O)NC2=O)c(C)n1-c1ccc(N2CCOCC2)cc1	14%	7%	·	1%	-7%[10 µM]	-9%	-4%[9.22 µM]
Cc1cc(NCCCn2ccnc2)n2nc(C)c(-c3ccc(Cl)cc3)c2n1	-7%	6%	-30%[38.3 µM]	3%	8%	1%	?
COc1ccc(CC(=O)N/N=C/C=C/c2ccc3c(c2)OCO3)cc1OC	9%	-3%	·	-4%	-1%[10 µM]	-6%[15.4 µM]	-1%[9.22 µM]
Cc1occc1C(=O)n1cnc2ccccc21	-18%	2%	9%[38.3 µM]	0%	-21%	5%	-17%
